TDP2 absorb = human TDP2 enzyme inhibitors, primary screen, biochemical, epi absorbance, recombinant enzyme; Tyrosyl-DNA phosphodiesterase 2 (Homo sapiens), O95551; T5PNP hydrolysis, p-nitrophenol absorbance 415 nm; inhibition, % at 12.8 µM; actives 0.34% (n = 370,000); AID 720702, 2013;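 active means inhibition above the mean of all tested compounds plus 3 SD, set per campaign, cut at about 25% in these data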;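 further: 0% = DMSO with enzyme and 100% = buffer with substrate but no TDP2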
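Assay system: recombinant human TDP2 / Reagent: T5PNP substrate at 5 mM, a TopII-DNA adduct mimic / Measured by: epi absorbance from released p-nitrophenol / Evaluation: % inhibition relative to enzyme-containing and enzyme-free wells / Control set: enzyme-free and DMSO wells / Replicates: each compound tested once, singlicate / Schedule: enzyme reaction with compound for 2 h at 37 °C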
HTRA1 inh = HTRA1 serine protease inhibitors, primary screen, biochemical, fluorescence polarization, HTS. Q92743. recombinant HTRA1, FP-rhodamine activity-based probe. actives 0.5% (n = 340,000). AID 504803, 2011. inhibition, % at 5.96 µM; in the data active means inhibition above about 36%;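 further: 0% = enzyme with DMSO and 100% = wells lacking enzyme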
MBD2 DNA inh = inhibitors of MBD2 binding to methylated DNA, primary screen, biochemical, TR-FRET, DNA-binding domain, human; inhibition, % at 4.4 µM; MBD2 binding to methylated oligonucleotide; actives 0.31% (n = 370,000); Methyl-CpG-binding domain protein 2 (Homo sapiens), Q9UBB5; in the data active means inhibition above about 13%
Target sequence (Q9UBB5 whole entry, looked up, the tested form may be a part): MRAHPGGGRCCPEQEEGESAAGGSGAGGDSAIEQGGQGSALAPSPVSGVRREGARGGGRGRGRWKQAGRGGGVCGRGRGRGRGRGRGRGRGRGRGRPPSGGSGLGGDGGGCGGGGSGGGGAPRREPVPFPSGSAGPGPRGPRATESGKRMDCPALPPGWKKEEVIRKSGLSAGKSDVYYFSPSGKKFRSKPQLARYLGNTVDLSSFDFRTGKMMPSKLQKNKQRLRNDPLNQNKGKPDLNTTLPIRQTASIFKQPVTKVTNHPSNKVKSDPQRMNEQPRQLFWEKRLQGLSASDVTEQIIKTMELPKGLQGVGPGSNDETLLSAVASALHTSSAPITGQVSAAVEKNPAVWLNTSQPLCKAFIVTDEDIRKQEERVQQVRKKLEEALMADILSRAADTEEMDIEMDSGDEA
TCR-CD3 inh = inhibitors of human TCR-CD3 interaction, primary screen, biochemical, fluorescence, TAMRA-labeled TCR probe | T-cell receptor (TCR) | inhibition, % at 9.4 µM | AID 651800, 2012 | actives 0.37% (n = 360,000); in the data active means inhibition above about 19%;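 further: recombinant mutant TCR 2C K166C tagged with TAMRA read by polarization; 0% = receptor in buffer alone and 100% = receptor with positive control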
SIAE primary = human SIAE inhibitors, primary screen, biochemical, fluorescence polarization, FP-Rh probe, 1536-well HTS | actives 0.69% (n = 370,000) | Sialate O-acetylesterase (Homo sapiens), Q9HAT2 | SIAE FP-Rh probe binding | AID 1053197, 2014 | inhibition, % at 9.66 µM;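 active means inhibition above a cutoff: mean of compounds within the control limits plus 3 SD of those, cut at about 17% in these data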;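 further: 0% = plate median of compound wells and 100% = probe without SIAE protein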
NPR2 activator = human GC-B receptor activators, primary screen, HEK293 GC-B cells, cGMP TR-FRET, EC30 CNP; Atrial natriuretic peptide receptor 2 (Homo sapiens), P20594; 0% at EC30 CNP, 100% saturating CNP; activation, % at 10 µM; actives 0.11% (n = 370,000); AID 1920062, 2024;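 active means activation at 10 µM reaching about 35% in either raw or pattern-adjusted values, limit read from the data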
rCAG binder = binders of r(CAG) RNA repeats, primary screen, biochemical, fluorescence. r(CAG) RNA repeat, TO-PRO-1 dye displacement fluorescence. inhibition, % at 3 µM. actives 1.3% (n = 370,000). AID 651821, 2012;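 active means inhibition above the plate cutoff, the mean of all test compounds on that plate plus 3 SD, cut at about 35% in these data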;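 further: 0% = DMSO alone and 100% = 100 µM mitoxantrone as full dye displacement; higher means more dye released from RNA so lower well fluorescence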
PRMT1 inh = PRMT1 methyltransferase inhibitors, primary screen, biochemical, fluorescence polarization; actives 1.3% (n = 370,000); Protein arginine N-methyltransferase 1 (Homo sapiens), Q99873; recombinant PRMT1, activity-based probe fluorescence polarization; inhibition, % at 2.79 µM; AID 652257, 2013;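 active means inhibition above about 21% made by adding two undisclosed values, limit read from the data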
Target sequence (Q99873 whole entry, looked up): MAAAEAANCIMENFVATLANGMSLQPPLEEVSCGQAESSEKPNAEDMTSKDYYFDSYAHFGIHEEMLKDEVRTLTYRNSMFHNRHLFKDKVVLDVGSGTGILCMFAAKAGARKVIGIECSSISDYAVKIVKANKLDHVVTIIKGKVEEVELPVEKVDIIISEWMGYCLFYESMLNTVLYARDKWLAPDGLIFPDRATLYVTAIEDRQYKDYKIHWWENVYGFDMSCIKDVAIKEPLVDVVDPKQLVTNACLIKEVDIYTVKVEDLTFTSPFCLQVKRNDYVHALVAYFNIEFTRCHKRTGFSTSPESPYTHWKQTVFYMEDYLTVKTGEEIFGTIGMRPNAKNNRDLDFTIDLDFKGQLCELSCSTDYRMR
ABHD4 inh = ABHD4 inhibitors, primary screen, biochemical, fluorescence polarization, mouse; inhibition, % at 8.92 µM; actives 0.54% (n = 370,000); purified mABHD4, FP-Rh probe fluorescence polarization; (Lyso)-N-acylphosphatidylethanolamine lipase (Mus musculus), Q8VD66;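 active means inhibition exceeding the mean over every tested compound plus 3 SD, cut at about 30% in these data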;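 further: 0% = plate median of compound wells and 100% = S159A mutant with DMSO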
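Test system: mABHD4 protein | Buffer or medium: HEPES pH 7.0 buffer, 150 mM NaCl, 0.01% Pluronic F-127 | Probe or stimulus: FP-Rh fluorescent activity-based probe, added after compound pre-incubation | Timing: Pre-incubation 45 min, probe exposure 60 min, at 25 °C | Technique: Fluorescence polarization, excitation 525 nm, emission 598 nm, BODIPY TMR filters | Repeats: Single well per compound (singlicate)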
LEDGF integ inh = blockers of LEDGF/p75-dependent integrase strand transfer – biochemical, TR-FRET, high throughput, primary screen; inhibition, % at 3.7 µM; HIV-1 integrase (with human LEDGF/p75); AID 743269, 2014; actives 0.64% (n = 370,000); TR-FRET IN-LEDGF/p75 DNA integration, Eu/Cy5;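 active means inhibition above the screen-wide mean plus 3 SD, cut at about 13% in these data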;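 further: signal is the Cy5 over europium emission ratio at 671 and 618 nm; 0% = plate median of compound wells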
Numbers without * were called inactive; / = not tested or not shown. This is a subset; count on the stated rates, not on these rows.

Values in the order: TDP2 absorb	HTRA1 inh	MBD2 DNA inh	TCR-CD3 inh	SIAE primary	NPR2 activator	rCAG binder	PRMT1 inh	ABHD4 inh	LEDGF integ inh
1	COC(=O)[C@]12C[C@H](CC(=O)N3CCCCC3)C(=O)N(CCc3ccc(OC)c(OC)c3)C1=C[C@H](C1CCCC1)O[C@@H]2C
  -6	/	-6	/	-1	-5	0	4	3	5
2	CCOC(=O)C1=C(CN2CCOCC2)NC(=O)NC1c1cc(C)ccc1C (centres undefined)
  6	-3	0	4	-3	-7	-2	-1	2	-3
3	Nc1c(-c2ccc(Cl)cc2)cnn1-c1ccccc1
  12	-4	3	4	0	1	1	3	5	-2
4	O=C(Nc1ccc(Cc2ccc(NC(=O)Nc3cccnc3)cc2)cc1)Nc1cccnc1
  13	-3	2	-2	-14	4	4	-1	-2	-4
5	Cc1cccc(NC(=O)CSc2nnc(NC(=O)C3CCC3)s2)c1
  6	-6	-1	-3	0	-2	1	1	-7	2
6	O=C(N/N=C/c1ccccc1)c1ccc(-c2ccccc2)cc1
  2	-9	3	1	0	1	3	-3	-2	3
7	COc1ccc(/C=C/c2nc3sc4c(c3c(=O)o2)CCC4)cc1
  -3	-3	1	9	-4	9	4	-1	2	-2
8	CCCCOC(=O)c1ccc(NC(=O)COC(=O)CN2C(=O)NC3(CCCC3)C2=O)cc1
  -18	7	-4	6	0	-2	-3	-1	9	-3
9	Cc1ncc([N+](=O)[O-])n1Cc1ccc(Cl)cc1
  -7	1	-5	-3	6	0	0	-5	6	7
10	CCCCN(C)CCNC(=O)c1cc2cc3ccc(OC)cc3nc2o1
  -7	10	3	-7	-6	2	0	3	8	-4
11	COc1cccc(CN(C)C(=O)c2ccc(OCC(=O)Nc3cccc(C(F)(F)F)c3)c(OC)c2)c1
  -5	-41	0	2	-21	4	-4	0	-15	-1
12	CCOc1ccc(NC(=O)Cn2cc(C(=O)C3CC3)c3ccccc32)cc1
  3	5	0	-6	1	-2	1	0	6	-1
13	CCCCOc1ccc(C2(C(=O)O)CCCC2)cc1
  -6	5	-1	-2	2	-1	3	-1	-3	-5
14	CCCOc1ccc(Cn2c(C)nc([N+](=O)[O-])c2SCC(O)COC)cc1[N+](=O)[O-] (centres undefined)
  -6	-1	2	2	-1	-3	0	1	-4	-1
15	CCCN1CCc2c(sc(NC(=O)CCS(=O)(=O)c3ccccc3)c2C(N)=O)C1
  2	-4	-1	7	-6	-1	-4	0	-1	5
16	CCOc1ccc(/C=C/C(=O)NCCc2ccc(OC)c(OC)c2)cc1
  5	-7	-1	5	4	5	-2	-1	-3	-1
17	COc1ccc2c(c1)c(C(=O)CN1CCN(Cc3ccccc3)CC1)c(C)n2C
  -15	-2	0	5	-2	-7	2	-5	0	3
18	CC(C)OC(=O)NCCOC(=O)Nc1ccccc1Cl
  -12	-4	-4	-3	2	1	-4	-2	2	4
19	COc1ccc(CCNC(=O)Nc2ccc(F)cc2F)cc1OC
  -3	-4	6	3	4	6	-3	-4	-4	0
20	COc1cc(/C=N/NC(=O)CSc2cc(C)c(Br)cc2C)ccc1O
  -6	-16	1	4	10	3	6	1	-4	-4
21	COc1ccc(C2=NOC(C(=O)N3CCN(c4ccccc4OC)CC3)C2)cc1 (centres undefined)
  9	0	-3	4	1	-3	0	-1	-3	-2
22	Cc1ccc(-c2csc3ncnc(Oc4cccc5ccc(C)nc45)c23)cc1
  -24	1	-3	-15	-3	-11	6	-3	-7	0
23	O=C(CCCN1C(=O)NC2(CCCC2)C1=O)Nc1cccc(S(=O)(=O)N2CCOCC2)c1
  2	-1	0	4	6	-2	-3	-1	2	3
24	CCCn1c(SCc2ccon2)nc2ccccc2c1=O
  1	-6	1	6	5	-4	-4	-1	1	11
25	Cc1cc2nc(C)n(CCCN)c2cc1C
  0	1	-1	0	-1	3	3	-2	2	-1
26	COc1ccc(S(=O)(=O)Nc2cccnc2)c(Cl)c1Cl
  10	3	1	3	8	-3	1	-2	0	-3
27	O=C(O)c1cccc(-c2ccc(/C=c3/sc4nc5ccccc5n4c3=O)o2)c1
  9	-5	34*	15	-14	1	28	24*	15	46*
28	COc1cc(OC)c(NC(=O)CCc2nc(-c3ccc(C)cc3)no2)cc1Cl
  2	-3	-4	10	-13	3	-1	-2	5	-1
29	COCCN(Cc1nc(C(c2ccccc2)c2ccccc2)no1)C(C)C
  0	-6	1	5	-2	0	-9	-1	1	-2
30	N#CCc1ccc(NC(=O)CSc2nnc(C3CC3)n2C2CC2)cc1
  8	-2	3	2	7	1	0	-1	5	-3
31	CSCCC(NS(=O)(=O)c1c(Cl)cccc1Cl)C(=O)O (centres undefined)
  -2	-6	3	1	-4	-7	1	5	8	-1
32	COc1ccccc1NC(=O)/C=C/c1cc([N+](=O)[O-])ccc1OC(F)F
  -2	5	0	-1	-3	-11	3	-2	1	2
33	C[C@@H](CN1C2=NC[C@H](C)N2C[C@H]1Cc1ccc(O)cc1)NC(=O)CCC1CCCCC1
  -4	-2	-1	1	3	5	1	-2	1	-2
34	CC(=O)N1CCN(c2ccc(NC(=O)c3ccc([N+](=O)[O-])o3)cc2Cl)CC1
  1	-1	0	1	-5	-5	3	-2	5	2
35	COc1cc(CNCc2cccs2)ccc1OCC(N)=O
  3	-1	8	-2	-4	6	-1	3	1	-2
36	COc1ccc(CSc2n[nH]c(=O)[nH]c2=O)cc1
  9	8	-4	-2	0	-4	0	-3	0	-1
37	O=C(NCc1cccnc1)C1C2C=CC(C2)C1C(=O)Nc1cccc(C(F)(F)F)c1 (centres undefined)
  -7	1	-8	-6	4	1	-1	-3	0	8
38	COc1ccc(/C=C2\CCc3ccccc3C2=O)cc1Cn1nc(C)cc1C
  1	-43	1	-4	-1	-8	-6	2	7	1
39	Cn1c(SCC(=O)NC(=O)c2cccc([N+](=O)[O-])c2)nnc1-c1ccc(F)cc1
  3	1	-1	8	23*	-5	4	2	-3	-1
40	O=c1[nH]c(CN2CCN(S(=O)(=O)c3ccc(Cl)cc3)CC2)nc2cc(Cl)ccc12
  13	-8	0	4	-5	-8	4	1	5	0
41	c1ccc(OC2CCCCC2N2CCOCC2)cc1 (centres undefined)
  2	2	4	0	3	2	0	1	3	1
42	COc1ccc(-c2nc(N3CCN(C)CC3)sc2-c2ccc(OC)cc2)cc1
  0	7	-6	-1	9	-4	-4	-4	10	5
43	Cc1cc(C)n(C(=O)c2ccc(C)c(Br)c2)n1
  17	-1	-1	-1	-2	-6	-3	-3	7	-2
44	COc1ccc(C)cc1NC(=O)c1nnn(Cc2cccc(F)c2)c1N
  1	-17	2	-9	-1	-2	3	2	-5	-2
45	C/C(=N\NC(=O)C(C)n1nc(C)c([N+](=O)[O-])c1C)c1ccccc1O (centres undefined)
  0	7	3	-5	6	1	3	3	5	-8
46	Cc1c(C(=O)NCCN2CCCC(O)C2)oc2c(F)cccc12 (centres undefined)
  8	4	0	5	-3	4	-4	3	2	2
47	Nc1ccc(C(=O)Nc2nc3ccccc3s2)cc1
  10	-12	4	3	-5	-8	2	2	-1	-1
48	C=CCn1c(C)cc(C(=O)COc2nncc3ccccc23)c1C
  -3	5	4	-1	-5	9	-1	2	11	1
49	O=C(Nc1ccc(Cl)cc1)NC1CCCCNC1=O (centres undefined)
  -2	/	-5	6	-2	-3	-3	1	-5	-3
50	COc1ccc(OCCNc2cc(Cl)ccc2[N+](=O)[O-])cc1
  -7	6	2	-1	-5	/	-4	0	5	-1

(further entries)
Values in the order: TDP2 absorb	HTRA1 inh	MBD2 DNA inh	TCR-CD3 inh	SIAE primary	NPR2 activator	rCAG binder	PRMT1 inh	ABHD4 inh	LEDGF integ inh
51	COc1cccc(NC(=S)NCc2ccccc2)c1
  6	1	3	-5	0	-4	-1	-2	-4	-2
52	CSc1nsc(SCCN2C(=O)c3ccccc3C2=O)n1
  1	-2	-5	1	3	1	-2	0	-2	-1
53	CSc1oc(-c2ccco2)nc1S(=O)(=O)c1ccc(C)cc1
  2	-17	1	2	-2	3	6	0	0	-1
54	COc1cc(OC)cc(C(=O)N[C@H](C(=O)Nc2cccc(S(=O)(=O)N3CCCC3)c2)C(C)C)c1
  6	0	3	2	1	-2	0	-2	0	-1
55	CC(C)NC(=O)C1C(c2ccc(C(F)(F)F)cc2)=Nc2ccccc2N1C(=O)c1cc2ccccc2[nH]1 (centres undefined)
  -3	/	-6	-6	1	-6	17	-5	3	3
56	Cc1noc(C)c1S(=O)(=O)N(C)C[C@H]1Oc2ccc(NC(=O)NC3CCCCC3)cc2C(=O)N([C@H](C)CO)C[C@@H]1C
  0	-4	-4	10	1	4	-5	-1	7	0

Screening data (PubChem BioAssay)
